High-throughput results deposited in PubChem by National Center for Advancing Translational Sciences (NCATS).
D2 antag = HTS Assay for Allosteric Antagonists of the Human D2 Dopamine Receptor: Primary Screen for Antagonists; HEK293 TREx D2 cells, calcium flux, dopamine EC80; inhibition, % at 10 µM; 2% of 340,000 active; in the data active = inhibition above about 30%; also: 0% is about no effect
Target sequence (P14416 whole entry, looked up): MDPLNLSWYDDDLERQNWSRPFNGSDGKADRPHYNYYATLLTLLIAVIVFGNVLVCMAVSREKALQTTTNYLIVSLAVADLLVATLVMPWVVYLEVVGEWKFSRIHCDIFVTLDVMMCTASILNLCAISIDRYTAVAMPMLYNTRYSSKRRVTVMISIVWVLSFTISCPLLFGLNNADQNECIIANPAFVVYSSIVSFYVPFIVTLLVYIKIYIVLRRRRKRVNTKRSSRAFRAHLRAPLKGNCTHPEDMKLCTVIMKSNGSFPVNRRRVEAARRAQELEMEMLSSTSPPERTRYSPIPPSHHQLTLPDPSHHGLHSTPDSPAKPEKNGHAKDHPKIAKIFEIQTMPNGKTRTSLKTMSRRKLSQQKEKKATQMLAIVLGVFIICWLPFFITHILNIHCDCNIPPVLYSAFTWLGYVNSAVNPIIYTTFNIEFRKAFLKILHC
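Compounds are added to dye-loaded, induced HEK293 T-REx cells coupled to calcium release via D2; after a 3 min kinetic read an EC80 dopamine stimulus is given and fluorescence is recorded for 3 more min.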
D2 agonist = HTS Assay for Allosteric Agonists of the Human D2 Dopamine Receptor: Primary Screen for Agonists; D(2) dopamine receptor (Homo sapiens), P14416; HEK293 T-REx D2 cells, calcium flux agonist mode; activation, % at 2 µM; 0.53% of 340,000 active;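 active = activation over 3 SD above normal in the single-dose calcium agonist read, cut at about 30% in these data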; also: 0% is about no effect
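Agonism is scored from calcium flux in a force-coupled, inducible HEK293 cell line expressing D2, read kinetically for 180 s after compound addition against dopamine controls.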
RGS4 inhibitor = Inhibitors of Regulator of G Protein Signaling (RGS) 4: qHTS; Regulator of G-protein signaling 4 (Homo sapiens), P49798; 0.039% of 390,000 active; AID 504845, 2011; Transcreener GDP fluorescence polarization, RGS4-accelerated GTP hydrolysis; Potency, µM (highest dose often 114 µM), without a hit: at the top dose activity change, negative = inhibition, hits mostly inhibitors; also: potency is read from the fitted curve at half-maximal effect; % is scaled to controls: 0 for no effect and ±100 for the full control effect; nearly all actives have a fitted effect of over 75% in size; some results filed as inactive show a strong effect at the top dose
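MLSMR compounds (23 nl, pin-transferred) preincubated 10 min at room temperature with a 500nM (2x) first reagent, then RGS4 at 900nM (2x) plus Transcreener GDP mix added; fluorescence polarization (620/688 nm) read before and after 90 min at 30 °C.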
LDHA inh = qHTS assay for inhibitors of human lactate dehydrogenase; activity change, % (values are at about 110 or 230 µM); AID 1347041, 2019; purified LDHA, NADH/diaphorase-resazurin fluorescence; stronger effect = lower value; L-lactate dehydrogenase A chain (Homo sapiens), P00338; 0.15% of 480,000 active; in the data active = activity change below about -30%; inconclusive = mostly about -25% to -30%;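 also: plate controls were DMSO wells for no effect and wells without enzyme for full effect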
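Resorufin fluorescence (ex540/em590), read at 0 and 20 min after diaphorase/resazurin addition, reports the NADH left after a 5 min room-temperature reaction of 2 nM human LDH5 with 0.06 mM NADH and 0.2 mM pyruvate.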
ERG Ets-DNA blk = qHTS for Small Molecule Inhibitors of the ERG Ets/DNA interaction; 0.028% of 370,000 active; fluorescence polarization, His-ERG Ets domain / labelled DNA; AID 624246, 2012; Potency, µM (series often up to 76.9 µM), for the others: at the highest dose FP activity, negative = inhibition, usual class: inhibitors; Transcriptional regulator ERG (Homo sapiens), P11308; active = well fitted inhibition curve with a large enough effect in the polarisation, with a control signal flat; inconclusive = small, poorly fitted or top-dose-only effect, or effect the other way, or a change in a side signal; inactive = no such curve, though single readings can be large or run the other way; the % refers to the polarisation;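 also: polarization taken with two DNA probes labelled with fluorescein and Texas red; potency is read from the fitted curve at half-maximal effect; % of control where 0% means no effect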
Target sequence (P11308 whole entry, looked up, the tested form may be a part): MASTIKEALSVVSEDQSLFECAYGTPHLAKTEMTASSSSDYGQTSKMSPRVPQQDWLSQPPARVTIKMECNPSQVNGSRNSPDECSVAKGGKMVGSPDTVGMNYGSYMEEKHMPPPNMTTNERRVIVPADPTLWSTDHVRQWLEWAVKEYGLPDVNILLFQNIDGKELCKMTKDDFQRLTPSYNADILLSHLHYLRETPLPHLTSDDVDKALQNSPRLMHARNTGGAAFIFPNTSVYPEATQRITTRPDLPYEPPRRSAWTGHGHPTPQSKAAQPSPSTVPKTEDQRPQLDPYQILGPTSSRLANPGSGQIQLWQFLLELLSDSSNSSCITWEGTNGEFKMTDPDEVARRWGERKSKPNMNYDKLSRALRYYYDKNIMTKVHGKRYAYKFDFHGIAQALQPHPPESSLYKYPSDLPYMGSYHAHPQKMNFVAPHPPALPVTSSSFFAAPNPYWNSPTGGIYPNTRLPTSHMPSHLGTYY
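His-tagged ERG Ets domain (1 uM in the protein solution; 300mM KCl, 50mM Tris-HCl, 1mM EDTA, 1mM DTT, pH 7.5) received compound, then a probe mix of 5 nM fluorescein-DNA and 100nM Texas-615-DNA. Fluorescence polarization was read for both dyes.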
ALOX12 inh = Primary qHTS assay for inhibitors of human arachidonate 12S-lipoxygenase (ALOX12): Round 2. Polyunsaturated fatty acid lipoxygenase ALOX12 (Homo sapiens), P18054. 1.1% of 580,000 active. Potency, µM (highest dose often 108 µM), inactives show at the top dose activity change, negative = inhibition, usual class: inhibitors. purified 12hLO, xylenol orange hydroperoxide absorbance; also: potency is read from the fitted curve at half-maximal effect; % is scaled to controls: 0 for no effect and ±100 for the full control effect
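Purified human 12hLO at 150 nM in 25 mM Hepes, 0.01% Triton X-100, pH 7.0, preincubated 15 min at room temperature with compound. Reaction started with 40 uM arachidonic acid, 30 min at room temperature. Hydroperoxide measured by Fe-xylenol orange, 573/405 nm absorbance ratio.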
Vif-APOBEC3G blk = qHTS for Inhibitors of Vif-A3G Interactions: qHTS; DNA dC->dU-editing enzyme APOBEC-3G (Homo sapiens), Q9HC16; HeLa A3G-eYFP + Vif (tagged APOBEC3G with the HIV-1 protein that degrades it), YFP fluorescence, overnight; Potency, µM (doses to about 46.1 µM), for inactives: top-dose activity, negative = active, usual class: inhibitors; 0.076% of 410,000 active;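 also: potency is read from the fitted curve at half-maximal effect; % is scaled to controls: 0 for no effect and ±100 for the full control effect; nearly all actives have a fitted effect of over 60% in size; hits raise eYFP signal because A3G escapes Vif-driven loss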
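HeLa cells stably expressing Vif and C-terminally eYFP-tagged A3G, seeded overnight at 37 deg C, then exposed to compound by pintool overnight at 37 deg C. Rise in yellow fluorescence (Ex 488/Em 500-530, Acumen) marks blocked Vif-driven A3G degradation.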
Glioma ERSR ind = qHTS for Inducers of the Endoplasmic Reticulum Stress Response (ERSR) in Human Glioma: qHTS; U87-MG GRP78 promoter luciferase reporter, 16 h; Potency, µM, inactives show at the highest dose activation, actives largely listed as activators; 0.02% of 420,000 active; AID 602332, 2012; also: potency is read from the fitted curve at half-maximal effect; series mostly up to about 76 µM; % of control where 0% means no effect; nearly all actives have a fitted effect of over 35% in size
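Stably transfected U87-MG glioma cells carrying a GRP78-based luciferase sensor; 16 h compound incubation. Luminescence end-point read 10 min after Bright-Glo addition at room temperature.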
Vif-APOBEC3F blk = qHTS for Inhibitors of Vif-A3F Interactions: qHTS; HeLa A3F-eYFP + Vif (tagged APOBEC3F with the HIV-1 protein that degrades it), YFP fluorescence increase; Potency, µM (top dose mostly 46.1 µM), inactives show at the top dose activity, negative = active; 0.2% of 390,000 active; also: potency is read from the fitted curve at half-maximal effect; % of control where 0% means no effect; nearly all actives have a fitted effect of over 65% in size
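HeLa cells stably expressing A3F-eYFP plus Vif, plated and incubated overnight at 37 deg C, then exposed to compounds overnight at 37 deg C. Blocked degradation read as raised yellow fluorescence (Ex 488/Em 500-530).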
The depositor's hits bear a star; i = inactive; ? = inconclusive; · = not tested or not shown; & = joins results of further samples; [ ] = remark or other dose. Unless noted, calls follow the shape of the dose curve; as a rule, active = well fitted curve in the direction sought with a large enough effect; inconclusive = small, poorly fitted or top-dose-only effect, or another doubt; inactive = no such curve, though single readings can be large; an effect the other way counts as inactive or inconclusive.

SMILES	Vif-APOBEC3F blk	D2 antag	D2 agonist	ERG Ets-DNA blk	ALOX12 inh	LDHA inh	RGS4 inhibitor	Vif-APOBEC3G blk	Glioma ERSR ind
CCOC(=O)N1CCN(c2c(N3CCN(c4ccccc4OC)CC3)c(=O)c2=O)CC1	-10%	3	-0.3	-2%	22%[57.4 µM]	-6	-7%	0%	-3%
Cc1ccccc1C=O	-1%	6	0.5	-6%	-3%	-6	-4%	-1%	10%
O=C(NCc1ccc(F)cc1)c1cc(S(=O)(=O)N2CCCCC2)ccc1Cl	-4%	-23	0.0	-2%	0%	-1	-3%	10%	-5%
CC1(C)Cc2c(cnn2-c2ccccc2)C(NC(=O)c2ccc[n+]([O-])c2)C1 (configuration not stated)	12%	-9	-0.2	1%	1%	-2	-39%	2%	-1%
COc1ccccc1N1CCN(C(=O)c2cc3c(=O)n(Cc4cccnc4)ccc3nc2C)CC1	1%	·	-1.0	4%	0%	-2	9%	0%	-3%
Cc1cc2ncn(C(=O)N3CCOCC3)c2cc1C	-2%	6	0.8	5%	?	-3	1%	0%	1%
CCCCCCCNC(=O)C1(CC2CC(c3ccc(Cl)cc3)=NO2)CCN(C(=O)C2CCCC2)CC1 (configuration not stated)	0%	2	0.3	-5%	-16%	-4	29%	7%	-2%
CCCOc1ccccc1N/C(=N/c1nc(C)cc(C)n1)NC(=O)Nc1ccc(Cl)cc1	5%	-27	1.5	-14%	0%	-3	-16%	-1%	-2%
COC(=O)C1=C(c2ccccc2)c2ccccc2S(=O)(=O)N1CC(=O)Nc1cccc(C(C)=O)c1	?	·	0.8	-5%	-15%	1	11%	-4%	-4%
CCCNC(=O)N1CCC(n2nccc2NC(=O)CCOc2ccccc2)CC1	-13%	4	0.2	-4%	0%	0	-53%	0%	-5%
Cc1ccc(C(=O)OCN2C(=O)c3ccccc3C2=O)c(O)c1	10%	·	·	12%	0%	-1	-13%	-6%	1%
Cc1cc(OCC(=O)c2ccc(C(F)(F)F)cc2)n2cnnc2n1	4%	-8	0.7	11%	174%[activator]	-4	24%	1%	-6%
O=S(=O)(NCC1CN(S(=O)(=O)c2ccc3c(c2)OCCO3)C1)c1c(F)cccc1F	6%	·	·	·	-35%	0&0	-8%	0%	-2%
OCC1OC(n2cnc3c(N4CCCC4)ncnc32)C(O)C1O (configuration not stated)	-6%	·	·	·	-1%	-13	·	-1%	-5%
COCCN1C(=O)c2ccc(C(=O)Nc3cccnc3)cc2C1=O	-16%	-16	0.0	11%	75%[activator]	-13	18%	0%	-3%
Cc1ccc(OCC(=O)N2CCc3ccccc3C2)cc1C	-16%	·	·	·	10%	-1	·	-8%	3%
COCCN(C(=O)c1csnn1)C(C(=O)NC(C)(C)C)c1cccc(OC)c1 (configuration not stated)	0%	-1	-2.0	2%	-14%	-7	7%	-8%	-4%
CC(C)=CC(=O)O[C@@H]1Cc2c(ccc3ccc(=O)oc23)OC1(C)C	1%	·	·	-5%	-4%	-1	4%	-8%	-4%
O=C1CCC(=O)N1N1C(=O)C2C3c4ccccc4C(c4ccccc43)C2C1=O (configuration not stated)	16%	-8	-1.4	-9%	-4%	-3	23%	-4%	-5%
CC(=O)Oc1ccccc1Cn1c(C)c(C(=O)NCc2ccc(Cl)c(Cl)c2)sc1=O	·	·	·	·	-20%	-1	·	-3%	-2%
c1cc(-c2ccoc2)n2ccnc2c1	·	·	·	·	?	-5	·	-1%	-1%
Cc1ccc(C)c(/C(O)=C2\C(=O)C(=O)N(CCCN3CCOCC3)C2c2cccnc2)c1 (configuration not stated)	-2%	5	0.1	0%	?	-5	10%	2%	-5%
COc1cc(/C=C2\SC(=O)N(CCNC(=O)c3sc4cc(F)ccc4c3Cl)C2=O)cc(OC)c1OC	-4%	-12	-0.3	-2%	-6%	0	13%	-5%	-4%
COc1ccc(CNC(=O)COC(=O)C2=Cc3ccccc3OC2)cc1	1%	·	·	-1%	?	1	-35%	5%	-1%
CC(=O)NC1(C(F)(F)F)NC(=O)N(c2ccc(F)cc2)C1=O (configuration not stated)	-10%	4	-0.1	-3%	-9%	-12	12%	5%	-1%
CC(C)c1ccc(Nc2ncc3c(n2)CCN(C(=O)NC2CCCCC2)C3)cc1	·	·	·	·	-16%	-1	·	-1%	1%
Cc1cc2oc(=O)sc2cc1NS(=O)(=O)c1cccc2cccnc12	-1%	6	-0.4	-8%	18%	5	-23%	0%	-4%
COc1ccc(OC)c(Nc2c3c(nc4ccccc24)CCC3)c1	2%&-15%	-6	-3.6&0.6	11%&0%	0%&5%	0&-9	-3%&-5%	?	-9%&-5%
COc1ccc(N2C(=O)CC(Sc3nc(C)cc(C)c3C#N)C2=O)cc1 (configuration not stated)	-14%	1	0.3	·	4%	-11	10%	-3%	?
CC1=C(C(=O)OCc2ccccc2)C(c2ccoc2)C(C#N)=C(N)O1 (configuration not stated)	-5%	-6	-2.1	3%	-4%	1	10%	2%	-1%
COc1ccc(NC(=O)CSc2nc(O)c(C/C=C/c3ccccc3)c(=O)[nH]2)cc1	-21%	·	-1.5	-2%	?	-4	-24%	-7%	-2%
Cc1ccsc1/C=N/N=C1\C(=O)Nc2ccccc21	3%	-7	-0.7	·	-9%	-11	-16%	-4%	4%
O=C(Cn1c(=O)c2cccn2c2ccc(F)cc21)NCc1cccc(Cl)c1	?	·	2.1	6%	?	-1	15%	-18%	-3%
O=C(Nc1ccc([N+](=O)[O-])cc1)c1nc[nH]c1C(=O)NC1CCCCC1	-2%	-2	0.4	1%	8%	-2	12%	-7%	-6%
O=C(COC(=O)/C=C/c1ccc(Cl)cc1)NC1CCCC1	-6%	10	0.4	14%	?	-4	-23%	0%	-4%
CSCCC(NC(=O)C1CCCC1)c1nnc2ccccn12 (configuration not stated)	-11%	-7	1.3	1%	-1%	-1	-16%	-8%	-5%
CC(C)(C)NC(=O)NC(=O)Cn1ccsc1=N	6%	-5	1.1	·	-26%	-4	-40%	0%	-3%
CCN(CC)CCCNC(=O)c1cc2c(=O)[nH]c3ccc(C)cc3c2s1	-7%	-38	-2.4	-3%	?	-1	-16%	1%	-4%
O=S(=O)(NC1=NCCC1)c1cccc(NC(=S)NCCc2ccccc2)c1	-8%	-17	0.8	-2%	?	-5	-17%	0%	1%
Cc1c(C(=O)NCc2ccc(C(C)C)cc2)sc(=O)n1Cc1cccc(F)c1	·	·	·	·	?	-3	·	2%	-2%
Cc1ccc(SCc2nc3ccccc3n2CC(=O)Nc2c(C)cccc2C)cc1	-20%	-5	0.3	-1%	5%	-9	-3%	-22%	-2%
Cc1ccccc1S(=O)(=O)NNC(=O)C(=O)NNc1ccccn1	-8%	-4	1.1	-7%	i	5	-27%	-5%	-2%
COc1cccc(NC(=O)Cn2c(=O)oc3cc(S(=O)(=O)N4CCCC4)ccc32)c1	14%	·	·	-11%	-7%	-6	-22%	0%	-2%
CC1CC(C)CN(S(=O)(=O)c2ccc(NC(=S)NC(=O)c3ccccc3)cc2)C1 (configuration not stated)	-4%	-6	6.4	-3%	?	2	-18%	-4%	-1%
Cc1ccc(CS(=O)(=O)CCC(=O)NCCC2=CCCCC2)cc1	0%	·	·	1%	0%	-12	-13%	1%	-3%
COc1cccc(/C=N/NC(=O)c2cccc3ccccc23)c1	-12%	3	-0.5	1%	i	-2	44%	-8%	?
O=C(c1ccc2c(c1)OCCO2)N(Cc1cccnc1)c1nc2ccc(F)cc2s1	1%	·	0.0	-3%	?	-4	-1%	6%	1%
Cn1c(SCC(=O)N/N=C/c2ccncc2)nc2ccccc21	2%	10	-1.2	1%	-5%	-8	8%	-1%	-2%
CN(CC(=O)Nc1cccc(F)c1)C(=O)CCc1nc2cc(S(=O)(=O)N3CCOCC3)ccc2n1C	6%	-13	0.3	-5%	-10%	-6	-1%	1%	11%
O=C(c1ccccc1[N+](=O)[O-])N1CCN(c2ccc(N3CCOCC3)nn2)CC1	-4%	8	0.5	-5%	0%	2	-21%	0%	-4%
Cc1c(NC(=O)c2cc3c(s2)CCCC3)c(=O)n(-c2ccccc2)n1C	7%	-4	-0.1	-2%	-15%	-7	-18%	3%	2%
O=S(=O)(NCC1COc2ccccc2O1)c1ccccc1F (configuration not stated)	0%	·	·	-1%	?	1	4%	0%	-5%

A portion of the library; count on the stated rates, not on these rows.
